L3MBTL1 block: qHTS Assay for the Inhibitors of L3MBTL1 | Lethal(3)malignant brain tumor-like protein 1 (Homo sapiens), Q9Y468 | AlphaScreen L3MBTL1–H3K9me1 peptide binding | Potency, µM (titrated, usually from 57.1 µM), for inactives: top-dose activity, negative = inhibition, most hits filed as inhibitors | 230,000 compounds, 0.66% hits | AID 485360, 2010; also: nearly all actives have a fitted effect of over 60% in size
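Displacement of a biotinylated histone H3(1-15) peptide monomethylated at Lys9 (75 nM) from L3MBTL1 (50 nM) was measured by AlphaScreen after a 30 min room-temperature compound incubation; cefsulodin titration served as intraplate control.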
Tau FP inhib: qHTS for Inhibitors of Tau Fibril Formation, Fluorescence Polarization; 280,000 compounds, 0.39% hits; Microtubule-associated protein tau (Homo sapiens), P10636; K18 P301L tau heparin fibrillization, Alexa594 FP, 6 h; Potency, µM (highest dose often 57.7 µM), without a hit: at the highest dose activity, negative = inhibition, actives largely listed as inhibitors; also: nearly all actives have a fitted effect of over 55% in size
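Heparin (20 uM) drove fibril formation of recombinant tau K18 P301L, 15 uM unlabeled with 0.24 uM Alexa 594 label, for 6 hr at 37 C in 100 mM sodium acetate pH 7. Fluorescence polarization (555/632 nm) read 1 hr after 30 uM ThT.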
RGS12 GoLoco inh: qHTS Assay for Inhibitors of RGS12 GoLoco Motif Activity (Red Fluorophore); 230,000 compounds, 0.44% hits; Guanine nucleotide-binding protein G(i) subunit alpha-1 (Homo sapiens), P63096; Gai1:RGS12 GoLoco peptide FP, rhodamine, 10 min; Potency, µM (titrated, usually from 61.6 µM), for the others: at the top dose activity, negative = inhibition, hits mostly inhibitors; AID 880, 2007; active = well fitted inhibition curve with a large enough effect, not every such curve was filed as active; inactive = no such curve, though single readings can be large or run the other way; also: nearly all actives have a fitted effect of over 30% in size; many of its hits are not listed in these tables
Tau ThT inhib: qHTS for Inhibitors of Tau Fibril Formation, Thioflavin T Binding. Microtubule-associated protein tau (Homo sapiens), P10636. recombinant tau K18 P301L, heparin-induced fibrillization, ThT fluorescence. Potency, µM (highest dose often 57.4 µM), for inactives: top-dose activity, negative = inhibition, actives largely listed as inhibitors. 270,000 compounds, 2.1% hits; also: nearly all actives have a fitted effect of over 55% in size
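Using a mix of unlabeled (15 uM) and Alexa 594-labeled (0.24 uM) tau K18 P301L, heparin-triggered fibrillization over 6 hr at 37 C was scored by ThT fluorescence.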
JMJD2E inh: qHTS Assay for Inhibitors of Human Jumonji Domain Containing 2E (JMJD2E). JMJD2E catalytic domain, FDH-coupled NADH fluorescence (FDH is formaldehyde dehydrogenase). Potency, µM (series often up to 57.1 µM), without a hit: top-dose activity change, negative = inhibition, usual class: inhibitors. 230,000 compounds, 1.6% hits. AID 2147, 2009; active = well fitted inhibition curve with a large enough effect, not every such curve was filed as active; inconclusive = small, poorly fitted or top-dose-only effect, or another doubt; inactive = no such curve, though single readings can be large or run the other way;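 also: 0% = wells with enzyme and -100% = buffer wells without enzyme; nearly all actives have a fitted effect of over 50% in size; many of its hits are not listed in these tables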
Target sequence (B2RXH2 1-337 limits assumed): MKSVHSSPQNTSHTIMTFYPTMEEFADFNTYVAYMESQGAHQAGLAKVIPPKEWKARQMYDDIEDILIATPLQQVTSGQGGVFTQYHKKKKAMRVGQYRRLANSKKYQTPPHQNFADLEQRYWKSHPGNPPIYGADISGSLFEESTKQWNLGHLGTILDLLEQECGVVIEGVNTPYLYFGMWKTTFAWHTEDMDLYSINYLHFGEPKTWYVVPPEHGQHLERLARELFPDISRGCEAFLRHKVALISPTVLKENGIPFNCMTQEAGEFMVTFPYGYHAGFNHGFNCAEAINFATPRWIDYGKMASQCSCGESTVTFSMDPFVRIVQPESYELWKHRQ
RECQ1 inh: qHTS Assay for Inhibitors of RecQ-Like Dna Helicase 1 (RECQ1); Potency, µM (series often up to 57.3 µM), for inactives: at the top dose activity, negative = inhibition, usual class: inhibitors; AID 2549, 2010; RECQ1 DNA unwinding, red fluorescence kinetic read; 240,000 compounds, 0.54% hits; ATP-dependent DNA helicase Q1 (Homo sapiens), P46063;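 also: plate controls were vehicle for no effect and no enzyme for full effect; nearly all actives have a fitted effect of over 30% in size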
Target sequence (P46063 whole entry, looked up): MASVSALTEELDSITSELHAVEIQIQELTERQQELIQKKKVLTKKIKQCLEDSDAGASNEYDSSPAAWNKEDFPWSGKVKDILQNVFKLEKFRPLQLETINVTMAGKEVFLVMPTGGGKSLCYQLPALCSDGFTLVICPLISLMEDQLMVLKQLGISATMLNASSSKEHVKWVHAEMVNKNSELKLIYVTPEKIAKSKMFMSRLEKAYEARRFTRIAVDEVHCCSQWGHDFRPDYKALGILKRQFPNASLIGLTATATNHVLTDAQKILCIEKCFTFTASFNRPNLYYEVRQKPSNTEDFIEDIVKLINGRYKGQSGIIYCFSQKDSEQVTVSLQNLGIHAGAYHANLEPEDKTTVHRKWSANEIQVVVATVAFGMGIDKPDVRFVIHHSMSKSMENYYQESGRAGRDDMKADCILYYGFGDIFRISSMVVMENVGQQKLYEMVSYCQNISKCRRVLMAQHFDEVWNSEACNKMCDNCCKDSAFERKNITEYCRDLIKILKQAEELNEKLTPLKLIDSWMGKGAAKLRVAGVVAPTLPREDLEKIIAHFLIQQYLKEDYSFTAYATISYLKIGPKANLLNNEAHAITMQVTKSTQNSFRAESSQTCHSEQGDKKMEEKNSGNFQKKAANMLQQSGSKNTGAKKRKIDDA
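50 nM RECQ1T1 preincubated 15 min with compound in Tris pH 8.0 buffer with MgCl2, DTT, Tween-20 and 2.5 ug/ml poly(dI-dC); started with 200 nM TAMRA/BHQ-2 forked duplex and 2 mM ATP. Unwinding read as fluorescence (525/598 nm), two reads 2 h apart.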
TRb SRC2 PPI: qHTS for Inhibitors of the Interaction of Thyroid Hormone Receptor and Steroid Receptor Coregulator 2. Thyroid hormone receptor beta (Homo sapiens), P10828. TRbeta-SRC2 peptide binding, fluorescence polarization; receptor liganded with 1 µM T3. Potency, µM (top dose mostly 106 µM), inactives show top-dose activity change, negative = inhibition, most hits filed as inhibitors. 280,000 compounds, 0.065% hits. AID 1469, 2008;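 also: plate controls were bound peptide for no effect and peptide without receptor for full effect; nearly all actives have a fitted effect of over 50% in size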
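Human TRb ligand-binding domain (0.6 uM) is mixed with 20 nM Texas Red SRC2 peptide and 1 uM T3; after compound addition and 5 hr at ambient temperature, polarization is measured and normalized to unbound and bound controls.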
TexasRed fluor: Total Fluorescence Counterscreen for Inhibitors of the Interaction of Thyroid Hormone Receptor and Steroid Receptor Coregulator 2. 280,000 compounds, 0.29% hits. TRb/SRC2 Texas Red total fluorescence interference. Potency, µM (series often up to 106 µM), for the others: top-dose fluorescence change, negative = quenching; active = well fitted curve in either direction with a large enough effect; inconclusive = small, poorly fitted or top-dose-only effect
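Human TRb ligand-binding domain at 0.6 uM with 20 nM Texas Red SRC2 peptide in Tris buffer containing 1 uM T3 and 5% DMSO, incubated with compound 5 h at ambient temperature. Total fluorescence (555/632 nm) calculated as parallel + 2 × perpendicular.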
* = called active by the depositor; i = inactive; ? = inconclusive; . = not tested or not shown; [ ] = another dose, or the depositor's remark. Unless noted, calls follow the shape of the dose curve; as a rule, active = well fitted curve in the direction sought with a large enough effect; inconclusive = small, poorly fitted or top-dose-only effect, or another doubt; inactive = no such curve, though single readings can be large; an effect the other way counts as inactive or inconclusive. Unless noted, % is scaled to controls: 0 for no effect and ±100 for the full control effect; potency is read from the fitted curve at half-maximal effect.

no.	molecule	L3MBTL1 block	Tau FP inhib	RGS12 GoLoco inh	Tau ThT inhib	JMJD2E inh	RECQ1 inh	TRb SRC2 PPI	TexasRed fluor
1	Cc1cccc(NC(=O)C(Cc2ccccc2)N2Cc3ccccc3C2=O)c1C (stereo unspecified)	.	?	.	-2.2%	.	.	-5.1%	0.9%
2	NC(=S)N/N=C/c1ccccc1O	?	2.6%	17.4%	-10.3%	?	i	0.3%	-0.5%
3	CCN(CC)C(=O)c1sc(NC(=O)c2ccoc2C)c(C(=O)OC)c1C	-3.5%	-6.1%	6.1%	?	-6.9%	1.0%	11.3%	-0.7%
4	COc1ccc(C(c2sc3nc(C)nn3c2O)N2CCCCC2)cc1 (stereo unspecified)	-4.0%	0.5%	-8.7%	0.1%	-11.4%	-7.6%	2.3%	-4.5%
5	Cc1cc(=O)n(CC(=O)O)c2ccccc12	-7.5%	-3.3%	12.8%	-11.7%	?	-0.7%	-5.2%	-4.9%
6	CNC(=O)c1c(Cl)cnn1-c1ccc(C)cc1	4.8%	1.5%	2.0%	-3.4%	-17.3%	i	-6.5%	1.5%
7	CC(C)NCC(O)COCCOc1ccc(Cl)cc1 (stereo unspecified)	1.4%	0.5%	-3.9%	1.1%	-4.6%	i	-10.0%	-2.7%
8	CC1(C)Cc2noc(N)c2C(C)(C)N1OC(=O)c1ccccc1	-3.2%	4.1%	1.5%	-13.3%	0.1%	-0.5%	1.9%	-4.6%
9	CC(NC(=O)/C=C/c1ccccc1)c1ccccc1 (stereo unspecified)	3.2%	0.5%	3.5%	-6.3%	6.1%	-5.9%	-6.9%	-0.9%
10	O=C(Nc1nnc(COc2ccc(Br)cc2)s1)c1ccco1	.	-2.5%	0.3%	.	3.0%	-14.6%	2.1%	-2.2%
11	CSc1nccc(N2CCN(c3ccc(F)cc3)CC2)n1	-5.3%	-2.8%	-2.3%	?	5.0%	-3.8%	2.7%	0.5%
12	CC(C)(C)c1cc(OS(C)(=O)=O)ccc1O	5.6%	-7.6%	7.6%	1.5%	-4.5%	-13.4%	1.6%	-4.3%
13	O=C(CCCn1c(SCC(=O)NC2CCCCC2)nc2ccccc2c1=O)NCC1CCCO1 (stereo unspecified)	-3.0%	-1.5%	-0.3%	-7.8%	3.5%	-3.6%	-3.3%	-2.3%
14	COc1ccccc1CNC(=O)CCCn1c(=O)c2ccccc2n(Cc2ccccc2F)c1=O	.	-0.1%	.	-4.0%	.	.	3.2%	?
15	CCOc1ccc(CC2S/C(=N/c3ccccn3)NC2=O)cc1 (stereo unspecified)	4.7%	-1.1%	8.2%	-13.9%	0.4%	-12.4%	-4.1%	-2.1%
16	CCOC(=O)N1CCN(c2ccc3nnnn3n2)CC1	10.2%	-0.4%	8.1%	-15.5%	-6.2%	-0.7%	5.3%	1.4%
17	C=CCOC(=O)C(=O)/C=C/c1csc2ccccc12	-21.3%	-0.1%	13.7%	?	-28.5%	-18.3%	-4.3%	-4.3%
18	COc1ccc(-c2nnn(CC(=O)N(C3CCCC3)C(C)C(=O)NC3CCCC3)n2)cc1OC (stereo unspecified)	-2.9%	-3.0%	14.1%	-14.4%	0.4%	5.9%	-4.8%	-0.4%
19	O=C(NCc1cccnc1)c1cc(Sc2ccccc2Cl)nc2ccccc12	2.5%	13.9%	8.0%	-9.8%	?	-2.6%	-2.9%	0.8%
20	O=C(O)COc1ccccc1/C=N/NC(=O)CSc1nnc(SCc2ccc(Cl)cc2)s1	.	0.9%	-0.7%	.	2.3%	-14.1%	1.3%	-1.7%
21	CC(=O)c1ccc(-n2c(-c3cc(-c4ccco4)[nH]n3)n[nH]c2=S)cc1	.	-2.5%	-1.7%	?	-8.1%	-7.7%	6.1%	-3.7%
22	Cc1cc(C(=O)CSC(C)c2nc3ccccc3c(=O)[nH]2)c(C)n1C (stereo unspecified)	5.8%	-4.2%	82.5%[activator]	-21.8%	-4.4%	-8.4%	-1.3%	1.1%
23	Cc1ccc(NC(=O)Nc2ccccc2)c(Br)c1	-1.8%	4.1%	10.1%	0.8%	-14.7%	-1.6%	4.6%	-0.9%
24	COc1ccc2nc(NC(=O)c3ccccc3-c3ccccc3C(=O)O)sc2c1	0.7%	1.2%	6.4%	-9.6%	-6.1%	10.8%	-3.1%	-0.4%
25	CCOc1ccc(C2=NC(c3ccncc3)=Nc3ccc(C)cc3N2)cc1OCC	.	13.9%	.	?	.	.	5.0%	0.8%
26	CCSC1=C(C#N)C(c2cccs2)C(C(=O)OC)=C(C)N1 (stereo unspecified)	2.4%	-3.3%	-3.7%	-11.5%	-0.8%	-7.6%	-0.6%	0.3%
27	CCC(Sc1nc2n[nH]c(C)c2c(=N)n1-c1cccc(Cl)c1)C(=O)NCCOC (stereo unspecified)	-5.1%	0.7%	3.7%	-16.3%	1.5%	2.1%	-4.2%	-4.6%
28	CCOc1ccc(-n2c(SCc3ccc(C(=O)OC)o3)nc3c([nH]c4ccccc43)c2=O)cc1	.	-12.9%	.	17.4%	.	.	0.0%	1.2%
29	Cn1nc(C2CC2)cc1NC(=O)CC(CC(=O)O)c1ccccc1 (stereo unspecified)	-0.9%	3.3%	14.2%	-3.5%	2.4%	-8.7%	5.2%	-5.4%
30	Cn1[nH]c(C(F)(F)F)c(C=NCc2ccc(Cl)cc2)c1=O	5.2%	2.9%	-7.3%	-6.2%	4.7%	4.0%	1.6%	-0.7%

(next part)
no.	molecule	L3MBTL1 block	Tau FP inhib	RGS12 GoLoco inh	Tau ThT inhib	JMJD2E inh	RECQ1 inh	TRb SRC2 PPI	TexasRed fluor
31	COC(=O)C(Sc1nc(C)cc(C)c1C#N)c1ccccc1 (stereo unspecified)	9.7%	-1.6%	5.9%	-5.4%	-2.7%	-19.5%	0.1%	-3.8%
32	CC(=O)NCCOc1nc(N2CCCCC2)nc(N2CCCCC2)n1	-1.4%	-0.6%	6.0%	-2.4%	-1.0%	-11.2%	2.9%	-6.2%
33	S=C(Nc1cccnc1)NC1CCCCCCC1	3.4%	-6.0%	-1.5%	2.6%	5.9%	-3.4%	-5.5%	2.3%
34	CN(CC(=O)OCC(=O)NCc1ccccc1)S(=O)(=O)c1ccc(Cl)cc1	1.6%	3.9%	6.5%	9.1%	-1.2%	-1.3%	-1.1%	0.5%
35	Cc1cc(C)nc(NC(=S)Nc2ccccc2)n1	-5.7%[2.29 µM]	3.5%	-1.4%	-2.0%	-3.9%	i	-5.2%	-1.3%
36	O=C(Nc1ccc(S(=O)(=O)N2CCCC2)cc1)c1ccc(CN2CCOCC2)cc1	0.7%	3.0%	4.4%	-1.2%	0.1%	-8.9%	-6.2%	0.0%
37	COC(=O)COc1ccc(S(=O)(=O)NCCC2=CCCCC2)cc1	4.5%	-1.6%	1.3%	-20.2%	-5.4%	-4.7%	1.8%	3.5%
38	Cc1c(Cc2ccccc2)sc(NC(=O)/C=C/c2cccc3ccccc23)c1C(N)=O	8.3%	-3.7%	11.6%	-10.4%	-3.8%	-8.3%	1.5%	0.9%
39	Cn1c(=O)c2c(SCCN3CCOCC3)nc(C3CCCC3)nc2n(C)c1=O	8.6%	2.9%	3.2%	-10.1%	1.5%	-2.5%	2.5%	0.5%
40	O=C(NC1CCCCC1)c1ccc2c(c1)N(Cc1ccc(F)cc1)C(=O)c1ccccc1S2(=O)=O	.	-14.6%	.	?	.	.	-26.0%	?
41	CCn1nnc2cc(C(=O)Nc3ccc(C)c(Cl)c3)ccc21	.	2.4%	.	-2.2%	.	.	-0.9%	-0.7%
42	Cc1ccc(C(=O)C[n+]2cc(Br)cc(Br)c2)cc1	-18.3%	-1.1%	-2.8%	?	-22.8%	-5.0%	-4.9%	-0.1%
43	Cc1ccc(NC(=O)Nc2ccc3c(c2)nc(C)n3C)cc1C	-0.9%	0.2%	9.7%	?	4.2%	i	11.0%	0.4%
44	CC(C)CNC(=O)c1cccc(NC(=O)c2ccco2)c1	.	8.4%	3.0%	0.2%	0.0%	i	-1.6%	-0.2%
45	O=C(NC1CCCC1)c1cccc(NC(=O)c2ccco2)c1	.	4.0%	0.6%	-3.0%	1.7%	i	-13.5%	2.9%
46	N#CCC(=O)N/N=C/c1ccc(OCC(=O)Nc2ccc(F)cc2)cc1	.	-14.3%	4.9%	?	-0.7%	?	-2.1%	-2.4%
47	COc1ccc(C(N)=O)cc1NC(=O)c1cccc(F)c1	3.0%	-1.9%	5.3%	-2.5%	-0.7%	-1.1%	-2.7%	-1.2%
48	O=C(Cc1cccs1)N/N=C/c1ccccn1	17.5%	-9.5%	-1.8%	-12.4%	4.3%	-2.3%	-2.7%	-0.5%
49	[O-][n+]1onc2c1CCC1N(O)C(c3ccccc3)CC21O (stereo unspecified)	.	0.4%	-0.1%	4.4%	-6.9%	i	11.5%	1.0%

Down the list, as entered above:
Tau FP inhib, entries 37 to 43: -1.6%, -3.7%, 2.9%, -14.6%, 2.4%, -1.1%, 0.2%

Filtered by structure: the compounds so far with two or more sulfur atoms
no.	molecule	L3MBTL1 block	Tau FP inhib	RGS12 GoLoco inh	Tau ThT inhib	JMJD2E inh	RECQ1 inh	TRb SRC2 PPI	TexasRed fluor
20	O=C(O)COc1ccccc1/C=N/NC(=O)CSc1nnc(SCc2ccc(Cl)cc2)s1	.	0.9%	-0.7%	.	2.3%	-14.1%	1.3%	-1.7%
26	CCSC1=C(C#N)C(c2cccs2)C(C(=O)OC)=C(C)N1 (stereo unspecified)	2.4%	-3.3%	-3.7%	-11.5%	-0.8%	-7.6%	-0.6%	0.3%

An excerpt, so the mix of outcomes need not match the whole.
